# SNCA expr inhib: reduces expression of the alpha-synuclein gene; HEK-293 SNCA-luciferase knock-in, luminescence, 24 h; Potency, µM (top dose mostly 57.2 µM), for inactives: at the highest dose activity change, negative = inhibition, most hits filed as inhibitors; 140,000 tested, 0.17% active;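 note: potency is the fitted concentration of half-maximal effect; plate controls were DMSO cells for no effect and cell-free wells for full effect; nearly all actives have a fitted effect of over 45% in size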
# IP6K1 inhibitor: blocks human inositol hexakisphosphate kinase 1; Q92551; IP6K1 kinase, ADP-Glo luminescence, 2 h; active compounds read low; activity change, % (series mostly up to about 58 µM); 140,000 tested, 0.81% active; AID 1645851; in the data active = activity change below about -25%
# Target sequence (Q92551 whole entry, looked up): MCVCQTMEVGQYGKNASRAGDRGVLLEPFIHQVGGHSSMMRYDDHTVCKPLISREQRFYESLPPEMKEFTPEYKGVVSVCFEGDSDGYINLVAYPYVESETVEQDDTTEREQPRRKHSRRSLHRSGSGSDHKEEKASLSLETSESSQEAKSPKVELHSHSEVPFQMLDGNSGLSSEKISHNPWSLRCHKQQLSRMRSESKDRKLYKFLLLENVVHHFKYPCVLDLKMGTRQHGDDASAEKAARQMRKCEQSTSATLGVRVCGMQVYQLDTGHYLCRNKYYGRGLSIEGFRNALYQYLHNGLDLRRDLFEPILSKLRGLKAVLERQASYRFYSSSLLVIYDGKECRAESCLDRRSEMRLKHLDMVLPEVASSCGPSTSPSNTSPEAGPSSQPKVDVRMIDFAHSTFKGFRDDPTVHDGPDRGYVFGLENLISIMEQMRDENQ
#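 ADP-Glo luminescence measures ADP made by human IP6K1 during a 2 h RT reaction with ATP/IP6 (mix at 1.3 mM/130 uM); top library doses 57.5 and 19.1 uM final.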
# FLuc inh: inhibitors of firefly (Photinus pyralis) luciferase; purified P. pyralis luciferase, luminescence, biochemical; Potency, µM (titrated, usually from 115 µM), for inactives: top-dose activity change, negative = inhibition, actives largely listed as inhibitors; 76,000 tested, 2.5% active; note: potency is the fitted concentration of half-maximal effect; nearly all actives have a fitted effect of over 65% in size
#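 Purified 10nM P. pyralis luciferase with 10uM D-luciferin and 10uM ATP in 50mM Tris acetate pH 7.5, 10mM Mg acetate, 0.01% Tween-20, 0.05% BSA. qHTS titration; luminescence read by CCD imager.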
# 3T3 cytotox: NIH 3T3 cell cytotoxicity; 94,000 tested, 4.3% active; Potency, µM (top dose mostly 96.7 µM), inactives show at the highest dose activity change, negative = cytotoxicity, hits mostly inhibitors; NIH 3T3 viability, CellTiter-Glo ATP luminescence, 48-72 h; note: potency is the fitted concentration of half-maximal effect; nearly all actives have a fitted effect of over 55% in size
#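 Luminescent ATP readout (CellTiter-Glo, 10 min RT) after 48 or 72 hr compound exposure of NIH 3T3 cells seeded at 400 cells/well in 1536-well format; quantitative HTS.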
# HEK293 tox: cytotoxic compounds in HEK 293 cells. HEK 293 viability, ATP luminescence (CellTiter-Glo), 48-72 h. Potency, µM (doses to about 115 µM), for the others: at the top dose activity change, negative = cytotoxicity, hits mostly inhibitors. 94,000 tested, 6.6% active; note: potency is the fitted concentration of half-maximal effect; nearly all actives have a fitted effect of over 60% in size
#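 HEK 293 cells at 250 cells/well were exposed to compounds by pintool transfer for 48 or 72 hr at 37 degree Celsius, 5% CO2. Viability was read as ATP-coupled luminescence with CellTiter-Glo after 10 min at room temperature.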
# SNCA viab count: reduces viability of HEK-293 SNCA reporter cells. AID 1671193. Potency, µM (series often up to 57.1 µM), for inactives: at the top dose activity change, negative = cytotoxicity, hits mostly cytotoxic. HEK-293-SNCA-luc viability, GF-AFC fluorescence, 24 h. 150,000 tested, 0.12% active;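 note: potency is the fitted concentration of half-maximal effect; 0% = DMSO-treated cells and -100% = medium-only wells without cells; nearly all actives have a fitted effect of over 30% in size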
#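 HEK-293-SNCA-luc cells (1500/well) plated 24 h, then exposed 24 h to a dilution series; GF-AFC added 30 min at 37C, fluorescence 405/540 nm; normalised to medium-only and DMSO wells, Hill fit.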
# GPT2 inh: GPT2 alanine aminotransferase inhibition; Q8TD30; Recombinant GPT2, coupled pyruvate oxidase/HRP Amplex Red fluorescence; Potency, µM (highest dose often 57.7 µM), without a hit: at the highest dose activity change, negative = inhibition, most hits filed as inhibitors; 100,000 tested, 0.25% active; note: potency is the fitted concentration of half-maximal effect; nearly all actives have a fitted effect of over 60% in size; many of its hits are not listed in these tables
# Target sequence (Q8TD30 whole entry, looked up): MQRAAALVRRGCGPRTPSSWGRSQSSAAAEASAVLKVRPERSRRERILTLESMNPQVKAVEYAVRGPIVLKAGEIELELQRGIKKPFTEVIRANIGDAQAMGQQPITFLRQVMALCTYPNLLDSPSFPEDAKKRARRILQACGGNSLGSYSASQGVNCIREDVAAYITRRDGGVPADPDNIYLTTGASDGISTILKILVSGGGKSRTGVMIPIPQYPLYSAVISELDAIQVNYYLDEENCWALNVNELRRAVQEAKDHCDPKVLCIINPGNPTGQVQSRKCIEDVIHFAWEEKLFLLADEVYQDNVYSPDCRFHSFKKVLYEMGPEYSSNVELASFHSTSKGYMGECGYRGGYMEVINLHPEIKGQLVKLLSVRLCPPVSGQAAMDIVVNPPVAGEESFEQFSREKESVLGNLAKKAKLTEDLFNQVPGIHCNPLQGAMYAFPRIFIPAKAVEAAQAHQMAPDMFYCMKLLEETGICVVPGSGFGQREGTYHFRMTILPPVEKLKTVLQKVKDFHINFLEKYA
#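 Fluorescence read-out: pyruvate from GPT2 turnover coupled to pyruvate oxidase, HRP and Amplex Red (0.2mM ThPP, 0.2U/mL PO and HRP, 50uM Amplex final). Substrates 250uM a-KG, 2mM L-alanine; enzyme 10ng/uL; 30 min RT.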
# An asterisk follows results filed as active; i = inactive; ? = inconclusive; . = not tested or not shown; [ ] = dose if it differs, or a comment. Unless noted, calls come from the whole dose curve; as a rule, active = well fitted curve in the direction sought with a large enough effect; inconclusive = small, poorly fitted or top-dose-only effect, or another doubt; inactive = no such curve, though single readings can be large; an effect the other way counts as inactive or inconclusive. Unless noted, % is set by controls: 0 for no effect and ±100 for the full control effect. Some of the compounds tested. The share of hits here may be higher or lower than overall.
SMILES,SNCA expr inhib,IP6K1 inhibitor,FLuc inh,3T3 cytotox,HEK293 tox,SNCA viab count,GPT2 inh
O=C(Nc1ccccc1)N1CCC(Oc2ccccc2-c2nc(-c3cnccn3)no2)C1 (stereo not given),0.9%,-7.4,0.0%,-16.7%,-16.4%,-29.3%,i
Cc1ccc(CNC(=O)CCc2nc(C3CCCN3S(C)(=O)=O)no2)o1 (stereo not given),1.0%,-10.2,.,-16.7%,i,-8.9%,0.9%
CC(C)c1cccc(NC(=O)c2ccc(CN3C(=O)NC4(CCOCC4)C3=O)cc2)c1,-31.1%,1.4,39.8µM*,-15.1%,?,?,i
Cc1ccsc1C(=O)N1CCN(C(=O)c2nnn3c2COC(c2ccc(Cl)cc2)C3)CC1 (stereo not given),3.1%,1.7,-2.1%,?,?,1.0%,i
CO[C@H]1C(=O)N(C(C)C)[C@H]1C1CCN(C(=O)Cn2ccnc2)CC1,-6.1%,-2.4,9.3%,1.3%,1.4%,3.1%,-0.2%
COc1cccc(C(=O)N2CCn3c(nn(-c4ccc(C)cc4)c3=O)C2)c1,-5.9%,-1.9,-10.9%,?,?,5.9%,1.4%
Cc1ccc(C(=O)N2c3nc(-c4ccco4)nn3C3(CCCCC3)[C@@H]3CCCC[C@@H]32)cc1,-29.7%,-3.7,.,.,.,?,.
COc1cc(-c2noc(C3CC(=O)N(c4cc(C)ccc4C)C3)n2)cc(OC)c1OC (stereo not given),-4.9%,-6.6,.,.,.,?,.
O=C(c1ccncc1)N1CCCC(Cc2nc(C3CCOCC3)no2)C1 (stereo not given),-3.7%,15.7,-2.8%,-4.9%,-7.5%,7.0%,i
COc1cccc(C(=O)N2CCC(n3cc(-c4nc(-c5ccccc5)no4)nn3)C2)c1 (stereo not given),?,16.5,?,?,?,?,i
O=C1CC2CCN(Cc3ccc(F)cc3)CC2CCN1 (stereo not given),-4.2%[87.6 µM],-19.5,.,i,i,3.8%[87.6 µM],i
COCCCNC(=O)C1(CCO)CCN(Cc2ccccc2)C1 (stereo not given),-28.0%,14.1,-1.5%,i,1.3%,-10.2%,i
CC(C)c1noc(C2CCN(c3ncnc(Nc4ccc(S(C)(=O)=O)cc4F)c3[N+](=O)[O-])CC2)n1,.,2.1,.,.,.,-8.1%,i
COc1ccc(C(=O)Nc2c(Cl)cncc2Cl)cc1OC1CCCC1,.,1.1,.,.,.,-11.3%,-19.8%
Cc1cc(C)n2nc(C(=O)NCC3COc4ccccc4C3)cc2n1 (stereo not given),74.3%[activator],14.7,-19.5%,-4.9%,4.0%,3.3%,-1.6%[11.5 µM]
CC1(C)C[C@H]2C=C(C=O)[C@]3(C(=O)O)C[C@]3(C)[C@H]2C1,.,-15.6,.,.,.,3.5%,-25.1%
O=S(=O)(c1ccccc1)N1CCc2nnc(C3CC3)n2CC1,22.6%,3.8,.,-19.5%,0.6%,-18.6%,-6.8%
CN1C[C@@H](NC(=O)c2cccnc2)C[C@H]1c1nc(-c2cccnc2)no1,34.4%[activator][87.6 µM],1.0,-11.2%[172 µM],-24.2%[174 µM],-8.1%[172 µM],3.8%[87.6 µM],i
O=C1CCN(C(=O)Nc2ccccc2)CCOCCN1,-11.6%,9.7,-4.8%,-22.3%,1.5%,6.8%,i
COC(=O)CC(NC(=O)N1CCc2nc(-c3ccccc3)[nH]c2C1)c1ccccc1 (stereo not given),-12.8%,11.9,.,-21.5%,i,-3.5%,0.3%
CCOc1ccc(CNC(=O)Nc2ccc3c(c2)N(C)C(=O)c2ccccc2S3)cc1,-3.6%,-10.8,.,.,.,23.9%,.
Cc1ccc(-c2cn3nc(N4CCCC(C(=O)NCc5ccccc5F)C4)sc3n2)cc1 (stereo not given),100.9%[activator],-12.3,.,.,.,-12.0%,.
CC(C)Cn1c(=O)c(C(=O)Nc2cccc(Cl)c2)nc2cccnc21,-5.9%,12.6,.,-1.2%,-8.9%,0.1%,?
COCCNC(=O)Cn1c(=O)n(CCCCCC(=O)NCc2ccccc2Cl)c(=O)c2sccc21,13.5%,36.9,.,.,.,2.6%,.
COc1cccc(CNC(=O)N2CCCC(Cn3c(C)nc4cccnc43)C2)c1 (stereo not given),-19.0%,4.0,0.6%,-11.3%,-20.1%,3.2%,i
CCn1cc(CN2CCc3ccccc3C2)ccc1=O,12.8%,-0.6,-2.5%,-26.2%,-31.5%,5.1%,i
CCOc1ccccc1NC(=O)CSc1ncc2c(n1)-c1ccccc1N(CC)S2(=O)=O,-6.2%,33.7,.,.,.,-9.1%,.
COc1ccccc1Cn1c(CNS(=O)(=O)c2ccc(C(C)C)cc2)nc2cccnc21,-13.2%,-3.2,.,.,.,-8.2%,.
CCC(CC)NC(=O)c1ccc(-c2nnc3ccc(NC(=O)C4CCC4)cn23)cc1,6.0%,-7.8,-4.1%,?,?,-11.4%,i
CCN1C(C(=O)c2ccccc2)=C(OC(=O)c2ccc(OC)cc2)c2ccccc2S1(=O)=O,?,10.8,.,.,.,-23.8%,.
CC(=O)NC(CO)C(=O)N1CCC(O)(c2ccc(C)cn2)CC1 (stereo not given),7.0%,11.0,14.1%,-16.4%,-26.9%,-1.8%,i
CN1CCN([C@H]2CCN(C(=O)c3ncc(F)cc3F)C[C@H]2CCCO)CC1,11.1%,13.9,2.1%,-4.6%,-8.9%,17.7%,i
COCc1nncn1C1CCN(C(=O)c2ccc(OC)cc2)CC1,3.8%,3.9,-7.3%,i,4.1%,2.8%,i
COC(=O)CCCNC(=O)C1c2ccccc2C(=O)N(c2ccccc2)C12CCCCC2 (stereo not given),-9.1%,-9.0,-4.3%,?,?,-26.1%,1.1%
CN1C(=O)CC(C(=O)O)C12CCN(Cc1nn(C)c3cccc(Cl)c13)CC2 (stereo not given),24.1%,20.5,2.2%,4.5%,4.1%,-10.0%,-0.1%
O=C1NCCCCCN(C(=O)c2ccoc2)[C@H]2CCC[C@@H]12,-9.2%,-0.2,1.8%,-7.1%,i,1.6%,0.8%

# Single records, as listed above.
# CN1C(=O)CC(C(=O)O)C12CCN(Cc1nn(C)c3cccc(Cl)c13)CC2 (stereo not given) in the list: SNCA expr inhib: 24.1%; IP6K1 inhibitor: 20.5; FLuc inh: 2.2%; 3T3 cytotox: 4.5%; HEK293 tox: 4.1%; SNCA viab count: -10.0%; GPT2 inh: -0.1%
# CN1C[C@@H](NC(=O)c2cccnc2)C[C@H]1c1nc(-c2cccnc2)no1 in the list: SNCA expr inhib: 34.4%[activator][87.6 µM]; IP6K1 inhibitor: 1.0; FLuc inh: -11.2%[172 µM]; 3T3 cytotox: -24.2%[174 µM]; HEK293 tox: -8.1%[172 µM]; SNCA viab count: 3.8%[87.6 µM]; GPT2 inh: i
# CN1CCN([C@H]2CCN(C(=O)c3ncc(F)cc3F)C[C@H]2CCCO)CC1 in the list: SNCA expr inhib: 11.1%; IP6K1 inhibitor: 13.9; FLuc inh: 2.1%; 3T3 cytotox: -4.6%; HEK293 tox: -8.9%; SNCA viab count: 17.7%; GPT2 inh: i

# Carrying on.
SMILES,SNCA expr inhib,IP6K1 inhibitor,FLuc inh,3T3 cytotox,HEK293 tox,SNCA viab count,GPT2 inh
COCCN[C@H]1[C@@H]2OC[C@@H](O2)[C@@H](NCc2cnc3ccccc3c2)[C@@H]1O,-21.9%[87.6 µM],16.5,-3.8%[172 µM],0.3%[174 µM],-13.1%[172 µM],-3.5%[87.6 µM],-8.4%[88.5 µM]
Cn1ccc2c(C(=O)NCc3cccnc3)nc(-c3ccccc3)cc21,0.0%[87.6 µM],-3.0,3.6%[172 µM],?,?,1.3%[87.6 µM],-5.4%[88.5 µM]
CCOc1cccc2sc(N3CCN(C(=O)c4ccc5c(c4)CCCC5)CC3)nc12,?,6.3,.,.,.,-13.4%,.
COCCOc1ccnc(-c2noc([C@@H]3CCCN3C3CCC3)n2)c1,15.4%[87.6 µM],0.5,10.5%[172 µM],-20.3%[174 µM],-30.4%[172 µM],3.9%[87.6 µM],-8.2%[88.5 µM]
COc1cc(-c2nc3ccc(C)cn3c2Nc2ccc(Cl)cc2)ccc1O,-32.7%,26.6,.,.,.,?,.
COc1cc(=O)n2c(c1C(=O)Nc1cccc(C(C)C)c1)CCCC2,5.9%,-10.0,6.7%,i,3.6%,1.1%,i
CCNC(=O)[C@@H]1C[C@H](NC(=O)c2ccc[nH]2)CN1C(=O)c1csc(C)n1,-6.6%,-4.5,1.9%,-4.7%,-21.4%,3.2%,3.6%
Cc1ccc(NC(=O)c2ccc(CN3CC(=O)N4CCCCC4C3=O)cc2)c(C)c1 (stereo not given),5.9%,59.4,.,.,.,14.0%,.
COc1ccc(-c2noc(CNC(=O)c3ccc(OC)cc3OC)n2)cc1,31.2%,-10.7,.,.,.,?,.
O=C1[C@H]2CCCC[C@H]2C(=O)N1CCCCN1CCN(c2nsc3ccccc23)CC1,-37.7%[25.6 µM],8.2,.,.,.,-6.6%[23.9 µM],-2.8%
COCC(=O)N1CCC(c2nn(-c3ccc(Cl)cc3)c(=O)[nH]2)CC1,4.2%,-3.8,5.5%,-8.8%,-12.3%,0.9%,i
O=C1c2cnc(-c3ccc(CO)cc3)nc2OCCN1Cc1ccc(F)cc1F,65.3%[activator][87.6 µM],-0.1,?,?,89.1µM*,?,-3.5%[88.5 µM]
COc1cc(F)ccc1-c1nccc2c(=O)cc(N(C)C3CCOCC3)oc12,?,-11.1,0.3%[172 µM],?,-31.7%[172 µM],6.8%[87.6 µM],3.0%[88.5 µM]
C=CCS(=O)(=O)NCc1cccnc1N1CCN(c2ccccc2OC)CC1,3.2%,2.8,-7.1%,-2.4%,4.0%,0.7%,-10.2%
O=C(Cc1ccc(F)cc1)Nc1cc(-c2cccnc2)nn1-c1ccccc1,-12.2%,-12.9,.,?,?,-1.7%,i
Cc1nn(-c2ccc(F)cc2)c(Oc2ccccc2F)c1CCC(=O)NCC1CCCO1 (stereo not given),?,14.6,-4.0%,?,?,7.9%,-15.4%
COc1ccc(C2Cn3nnc(-c4noc(-c5cc(F)ccc5F)n4)c3CO2)cc1 (stereo not given),33.5%[activator],10.5,-9.1%,3.5%,-8.3%,?,i
c1ccc(Cc2noc(-c3nc(-c4ccc5c(c4)OCO5)no3)n2)cc1,19.1%,-13.0,-3.4%,-9.6%,-7.8%,-7.6%,i
CCc1nc(C)c(C(=O)N[C@H]2COC[C@H]2Cc2cc(C)no2)s1,5.8%,12.4,-3.5%,-2.0%,-4.6%,12.4%,i
CC(C)c1ccc(NC(=O)N2CCN(C)C3(CCC(=O)N(C)CC3)C2)cc1 (stereo not given),0.9%,-14.0,-4.3%,0.9%,i,-5.5%,i
NC(=O)[C@H](Cc1ccccc1)N1CC[C@H]2CN(C(=O)C3CCCCC3)CC[C@H]2CC1=O,-13.5%[87.6 µM],6.2,-9.5%[172 µM],1.1%[174 µM],i,0.6%[87.6 µM],?

# Compound activity deposited in PubChem BioAssay by National Center for Advancing Translational Sciences (NCATS).
